Screening results deposited in PubChem by several laboratories.
GSTO1 inh – counter-screen for RBBP9 inhibitors: inhibitors of human GSTO1; inhibition, % at 5.96 µM; recombinant GSTO1, activity-based probe fluorescence polarization; 300,000 compounds, 1.1% hits; AID 1974;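 active = inhibition above the campaign mean inhibition plus 3 SD, cut at about 35% in these data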;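 also: 0% = GSTO1-1 with DMSO and 100% = wells lacking GSTO1-1 enzyme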
PAD4 inh – inhibitors of human PAD4 | Q9UM07 | recombinant PAD4, RCA probe fluorescence polarization | inhibition, % at 6.36 µM | 330,000 compounds, 0.41% hits | AID 485272;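 active = percent inhibition above a cutoff equal to the mean of all tested compounds plus 3 SD, cut at about 15% in these data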;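 also: 0% = PAD4 with RCA probe and DMSO and 100% = probe without PAD4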
Target sequence (Q9UM07 whole entry, looked up): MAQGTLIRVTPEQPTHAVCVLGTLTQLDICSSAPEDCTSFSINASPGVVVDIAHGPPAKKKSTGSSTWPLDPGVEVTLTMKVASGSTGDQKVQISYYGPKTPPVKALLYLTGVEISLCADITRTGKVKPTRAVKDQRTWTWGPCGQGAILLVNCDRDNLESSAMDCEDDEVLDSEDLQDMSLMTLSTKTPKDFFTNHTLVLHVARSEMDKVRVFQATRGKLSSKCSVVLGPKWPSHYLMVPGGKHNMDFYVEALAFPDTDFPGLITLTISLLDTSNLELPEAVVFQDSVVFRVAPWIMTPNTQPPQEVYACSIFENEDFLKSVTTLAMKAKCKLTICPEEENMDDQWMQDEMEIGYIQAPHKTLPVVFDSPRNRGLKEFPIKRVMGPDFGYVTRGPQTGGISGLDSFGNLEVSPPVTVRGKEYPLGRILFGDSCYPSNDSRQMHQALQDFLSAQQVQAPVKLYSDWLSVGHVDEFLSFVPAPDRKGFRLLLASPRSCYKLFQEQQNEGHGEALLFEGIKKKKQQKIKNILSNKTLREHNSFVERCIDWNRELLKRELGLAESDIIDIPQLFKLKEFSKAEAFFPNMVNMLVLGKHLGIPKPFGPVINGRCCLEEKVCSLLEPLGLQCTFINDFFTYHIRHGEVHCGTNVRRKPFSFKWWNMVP
Bcl-xL primary – inhibitors of human Bcl-xL. Q07817. GST-Bcl-xL / FITC-Bim BH3 peptide fluorescence polarization. inhibition, % at 10.9 µM. 320,000 compounds, 0.7% hits;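 active = inhibition above the mean of all tested compounds plus 3 SD, cutoff set per campaign, cut at about 30% in these data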;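 also: 0% = DMSO wells and 100% = unlabeled Bim-BH3 peptide competitor; inhibitors lower millipolarization by displacing the labeled peptide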
Target sequence (Q07817 whole entry, looked up): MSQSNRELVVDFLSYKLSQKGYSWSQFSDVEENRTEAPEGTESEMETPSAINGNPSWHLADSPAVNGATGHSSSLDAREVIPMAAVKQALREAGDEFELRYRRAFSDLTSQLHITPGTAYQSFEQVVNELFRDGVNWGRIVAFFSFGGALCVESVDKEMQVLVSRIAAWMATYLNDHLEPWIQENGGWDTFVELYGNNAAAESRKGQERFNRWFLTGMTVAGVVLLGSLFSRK
TPT1 inh – blocks Candida albicans tRNA 2'-phosphotransferase; recombinant caTPT1, FP RNA substrate dephosphorylation; inhibition, % at 5 µM; 300,000 compounds, 0.81% hits; AID 1962;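 active = inhibition above the mean of all tested compounds plus 3 SD, set per screening campaign, cut at about 24% in these data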;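 also: plate controls were DMSO alone for no effect and ferristatin control at 100 nM for full effect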
MCL1-BIM inh – MCL1-BIM-BH3 interaction inhibition (human) | Q07820 | GST-MCL1 / FITC-Bim-BH3 fluorescence polarization | AID 2057 | inhibition, % at 10.9 µM | 320,000 compounds, 0.68% hits;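 active = inhibition above the mean inhibition of all tested compounds plus 3 SD, set per campaign, cut at about 40% in these data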;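 also: 0% = DMSO wells and 100% = unlabeled Bim-BH3 peptide control; higher means more loss of mP so more displacement of Bim peptide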
GLD-1 RNA inh – GLD-1-TGE RNA interaction inhibition (C. elegans); Q17339; purified GLD-1 + fluorescein TGE RNA, fluorescence polarization; inhibition, % at 5.96 µM; 320,000 compounds, 0.44% hits;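 active = percent inhibition above a per-plate cutoff, the plate mean of test compounds plus 3 SD, cut at about 30% in these data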;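 also: 0% = DMSO wells with GLD-1 and probe and 100% = wells lacking GLD-1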
Fam108B counter – Fam108B inhibition, counter-screen for RBBP9 inhibitors. inhibition, % at 9.51 µM. recombinant Fam108B, FP-Rh probe fluorescence polarization. 300,000 compounds, 0.33% hits;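 active = inhibition above the screen mean inhibition plus 3 SD, computed separately per campaign, cut at about 18% in these data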;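 also: inhibitors lower polarization as less probe binds the enzyme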
PME-1 primary – blocks human protein phosphatase methylesterase 1; Q9Y570; recombinant PME-1, FP-Rh probe fluorescence polarization; inhibition, % at 5.9 µM; 320,000 compounds, 0.53% hits;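 active = inhibition above the campaign mean of all compounds plus 3 SD, cut at about 26% in these data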;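 also: competitive labeling of PME-1 active site by serine hydrolase directed probe; 0% = PME-1 with DMSO and 100% = wells lacking PME-1 enzyme; inhibitors block probe labeling so polarization falls and inhibition rises; many of its hits are not listed in these tables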
MEX-5 binding – C. elegans MEX-5 TCR-2 RNA binding activity | MEX-5/FITC-TCR2 RNA binding, fluorescence polarization; hits give low values | AID 1832 | 300,000 compounds, 0.38% hits | Q9XUB2 | activity score (negative = inhibition of binding), % at 10 µM;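 active = inhibition past about -25% in most replicates, and total fluorescence under double the plate's negative control median, limit read from the data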;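 also: 0% = DMSO and -100% = 5 µM competing unlabeled TCR2 RNA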
* hit, by the source's call; nt = not tested or not shown. Not all compounds are listed (hit frequency here may not be typical).

Each structure is followed by: MCL1-BIM inh, GSTO1 inh, GLD-1 RNA inh, TPT1 inh, MEX-5 binding, Fam108B counter, Bcl-xL primary, PME-1 primary, PAD4 inh
CN(CC(=O)Nc1cccc(F)c1)C(=O)Cn1cnc2c1c(=O)n(C)c(=O)n2C
    -28, -3, 4, -3, 1.4, 0, -13, -6, -4
CCOc1ccc2c(C)c(C(=O)O)oc2c1OCC
    -4, -2, -1, 3, -0.4, 0, 3, 0, -3
Cc1ccc(CNC(=O)Nc2ccccc2)cc1
    3, -6, 1, -6, -0.3, -2, 4, 6, -2
Cc1ccc(CSc2nnc(SCC(=O)N/N=C/C=C/c3ccccc3[N+](=O)[O-])s2)cc1
    1, 8, 4, -3, 0.8, -8, -1, 2, -3
O=C(c1ccccn1)N1CCN(S(=O)(=O)c2cccc(Br)c2)CC1
    4, nt, 0, nt, nt, nt, 3, -5, -3
Cc1ccc(-c2nnc(Nc3ccc4c(c3)OCO4)c3ccccc23)cc1S(=O)(=O)NCCO
    10, 1, 2, 0, -0.8, 0, 13, 8, -1
O=C(CN1C(=O)C(=O)N(C2CCCC2)C1=O)NCCc1ccc(Cl)cc1Cl
    2, nt, 2, nt, nt, nt, 2, -1, 0
C#CCOCCOCCOCCNc1nc(N2CCN(C(=O)CCCCCCCCCCNC(=O)[C@H](CO)n3cc(CCCSC)nn3)CC2)nc(N2CCN(C(=O)CCCCCCCCCCNC(=O)[C@H](CCCCN)n3cc(C[C@@H](C)CC)nn3)CC2)n1
    -13, -11, -3, -3, 3.2, -19, -12, -16, -15
CCOC(=O)CNC(=O)C(CC(C)C)NC(=O)C1CCCCC1 (configuration not stated)
    -4, 4, -3, -2, -2.0, -1, 5, 2, -6
CC(C)[C@H](Nc1nc(-c2ccccc2)nc2c1oc1ccccc12)C(=O)O
    -2, -43, 6, -2, 1.1, 0, 3, -4, 0
Cc1cc(C)n(-c2nc(NCCN(C)C)c3c4c(sc3n2)CCCC4)n1
    -1, -6, -1, -1, 12, 1, -2, 1, 3
O=C(NCCC(=O)N1CCN(S(=O)(=O)c2ccccc2F)CC1)Nc1ccccc1
    -8, nt, -1, nt, nt, nt, -5, -1, 6
CCc1ccc(S(=O)(=O)NCc2csc(-c3cccnc3)n2)s1
    11, 2, -3, 0, 2.7, 2, 3, 2, 0
CCOc1ccc(-n2c(=O)c3c4c(sc3n(CC(=O)NCc3ccco3)c2=O)CCC4)cc1
    -1, -17, -9, -1, -0.1, -70, -2, -65, -9
Cc1cc2nc(-c3ccc(SCC(=O)N4CCc5ccccc54)nc3)[nH]c2cc1C
    -4, -3, 3, 2, 1.2, -13, -1, -4, -5
O=C(Cc1cccc2ccccc12)OCn1nnc2ccccc2c1=O
    10, 2, 3, -2, 0.8, -1, 0, -10, 1
COC(=O)c1c(NC(=O)CCN2CCOCC2)sc2c1CCCC2
    4, 7, 1, -1, -0.9, -1, 2, 1, 2
O=C(c1sccc1Cl)N1CCN(Cc2ccc3c(c2)OCO3)CC1
    -8, -4, 2, -4, 0.9, -1, -10, 11, 1
COc1ccc(S(=O)(=O)N2CCN(C(=O)C3CC3)CC2)cc1
    3, 3, -4, 2, -0.1, 3, 2, 5, -1
CCCn1nc(NC(=O)c2cccs2)c2cc3cccc(C)c3nc21
    1, -5, -4, -2, 0.2, -6, 11, -11, -5
COc1ccc(-c2cc(=O)c3cc(OC)ccc3[nH]2)cc1
    3, 5, -6, 3, -1.2, -2, 0, -9, -4
CCCc1nn2c(=O)cc(COc3cccc(NC(=O)c4ccco4)c3)nc2s1
    1, 0, 7, -2, 2.8, 0, 6, -1, 4
Cc1c(NC2=C(Cl)C(=O)N(c3ccccc3)C2=O)c(=O)n(-c2ccccc2)n1C
    2, 3, 8, -6, -3.6, 6, 10, 6, -2
O=C(CN(C1CCCCC1)S(=O)(=O)c1ccc(Cl)cc1)NCCCO
    6, 1, 0, 0, 1.7, -8, 3, 2, -1
COc1ccc(NC(=O)CN2C(=O)NC3(CCCC3)C2=O)cc1
    -7, 17, -1, 0, -5.7, -1, 4, -8, -4
Cc1cc(NS(=O)(=O)c2ccc(NC(=O)COc3ccc(Cl)cc3)cc2)no1
    4, 1, 11, 3, -2.2, 2, 7, 3, 0
O=C(NC(=S)NCc1ccccc1)c1ccc2c(c1)OCO2
    19, 6, 9, -1, -0.1, 3, 5, 1, -3
CCn1cc(S(=O)(=O)CC(=O)Nc2ccc3c(c2)OCCO3)c2ccccc21
    4, 14, 5, -1, nt, -1, 6, 0, 5
CC(=O)OCC1(C)CN(c2ccccc2)NC1=O (configuration not stated)
    -13, 28, -8, 1, 0.8, 3, -3, 5, 2
COc1ccccc1CNC(=O)CSc1nc2ccccc2c(=O)n1CCCN1CCOCC1
    -7, 2, 7, 0, -2.4, -5, -6, -3, -4
CN(C(=O)CN1C(=O)NC(c2ccccc2)(c2ccccc2)C1=O)C1CCS(=O)(=O)C1 (configuration not stated)
    0, nt, 2, nt, nt, nt, -3, 3, 1
Cc1cc(C)c(NC(=O)CNC(=O)[C@@H]2CCCN2C(=O)c2cccs2)c(C)c1
    0, nt, 1, nt, nt, nt, -2, 0, -3
COc1ccc(-c2cc(=O)oc3cc(O)ccc23)cc1
    0, -4, -4, 0, 0.2, -2, -3, -1, -1
COc1cccc(C2CC(c3cccs3)=NN2C(=O)CSc2nc3ccccc3s2)c1OC (configuration not stated)
    0, -2, 6, 1, 1.8, -8, -2, -9, 3
CCCCNC(=S)N/N=C/c1ccccc1F
    4, -3, 0, 2, 2.1, 4, 0, -6, -2
Cc1ccc(CN2C(=O)c3ccccc3C2C(=O)NCC2CCCO2)cc1 (configuration not stated)
    6, 5, -5, -9, -1.0, 14, 3, 3, -1
COC(C)(C)[C@]12CC(O)(C(C)C)ON1[C@H]1CCCCC1N2O (some centres not stated)
    -6, -3, 10, -1, -1.5, -2, -2, 4, -1
CC1CCN(C(=O)Cn2ncc3c([nH]c4ccccc43)c2=O)CC1
    -1, 0, 5, -3, -2.1, -3, 1, -7, 7
O=C1CC(c2ccccc2)n2ncnc2N1 (configuration not stated)
    1, 2, 3, -3, -2.2, -2, 7, -5, -4
O=C(NCc1cccnc1)C1CC(c2cccc(Br)c2)=NO1 (configuration not stated)
    1, 1, -1, -1, 0.9, 0, 3, -4, 1
CCCCC(=O)Oc1cc(C)[nH]c(=O)c1[N+](=O)[O-]
    6, 5, 12, -1, 0.3, -1, 1, 5, 2
COc1ccccc1C(=O)CN1C(=O)NC2(CCc3ccccc32)C1=O (configuration not stated)
    -8, -1, -5, 3, 0.0, 3, -4, 4, -2
O=C(CSc1nnc(-c2ccc(OC(F)F)cc2)o1)NC(=O)NCc1ccco1
    4, 5, 3, 5, 1.9, 2, -4, -8, 0
O=C(Nc1cccc([N+](=O)[O-])c1)Nc1ccc2c(c1)OCCO2
    -1, -7, 0, 2, -11, 8, -1, 26, 2
CCOc1ccc(CCNC(=O)c2nnn(CC(=O)Nc3c(C)cc(C)cc3C)c2N)cc1OCC
    -2, 2, -3, 0, -1.6, -4, 1, 6, 0
CCOc1ccccc1CNC(=O)CCNC(=O)Cn1ccc2ccccc2c1=O
    8, 2, -1, -4, -2.0, 2, 2, 2, 5
Cc1nc(C2COc3ccccc3O2)sc1C(=O)O (configuration not stated)
    11, 10, 3, -3, 1.5, -1, 10, -2, 2
CC(C)COc1ccc(C(=O)CCN2CCCCC2)cc1
    24, -13, 0, -2, -1.6, -1, 7, 1, -1
Cc1cccc(C(=O)O)c1NC(=O)Cc1cccc2ccccc12
    -1, 2, -3, 1, -1.4, 6, -1, 2, -2
COc1ccc(NC(=O)CSc2nnc(COc3ccccc3)n2Cc2ccco2)cc1OC
    -15, 4, -7, 2, -1.0, 2, -4, -4, -4

Additional records follow.
Each structure is followed by: MCL1-BIM inh, GSTO1 inh, GLD-1 RNA inh, TPT1 inh, MEX-5 binding, Fam108B counter, Bcl-xL primary, PME-1 primary, PAD4 inh
CCCCNC(=O)c1onc(CSc2ccccc2)c1C(=O)NCCCC
    4, -5, 5, 1, 1.0, -1, -1, -12, 7
O=C(NCC1CCCO1)c1ccc(NS(=O)(=O)c2cccs2)cc1 (configuration not stated)
    17, -6, 5, 1, -1.9, -7, 10, -1, -4
CC(C)CNC1CS(=O)(=O)CC1O (configuration not stated)
    1, 7, 13, -1, -1.3, 6, 2, 2, 0
Cc1ccc(-c2ccc(CCC(=O)O)n2-c2cccc(O)c2)cc1
    -11, 22, -5, 3, 1.8, 0, -1, 2, -18
COC(=O)C1=C(C)NC(C)=C(C(=O)OCC(C)C)C1c1ccccc1[N+](=O)[O-] (configuration not stated)
    2, 9, 6, -1, -1.9, 2, 7, -4, -1
O=C(Nc1ccc(F)cc1)c1cccc(N2C(=O)C3C4CCC(C4)C3C2=O)c1 (configuration not stated)
    -7, -1, 3, -5, -0.5, 0, -3, -4, -4
CCCn1nnc(NC(=S)NC(=O)c2ccc(-c3ccc(Br)cc3)o2)n1
    6, -17, 5, -2, 1.7, -4, 10, -10, 5
Cc1ccnc(NC(=S)NC(=O)c2ccco2)c1
    13, -1, -2, -1, 0.9, -2, 12, 1, 0
CCc1ccccc1OCCOc1ccc(C)cc1OC
    1, 4, 1, -4, nt, 0, 2, -10, 4
CC(=O)N1c2ccc(S(=O)(=O)NCC3CCC(C(=O)N4CCCC(C)C4)CC3)cc2CC1C (configuration not stated)
    5, -3, 5, -1, 0.8, 2, 7, 1, -2
CCC(C)N1CC23C=CC(O2)C(C(=O)OC)C3C1=O (configuration not stated)
    -2, -2, 8, 0, 1.4, 0, 5, 0, 0
COCCNC(=O)C(=O)NCC1OCCN1S(=O)(=O)c1cccs1 (configuration not stated)
    3, 2, 8, -1, nt, -5, 6, 2, 1
CSc1ccccc1NC(=O)Cc1ccc(Br)cc1
    1, -5, 2, -4, -0.1, 2, -1, 2, 3
CCCCc1ccc(S(=O)(=O)NCCCN2CCCC2=O)cc1
    -3, 1, -3, 1, 1.2, 3, 3, 9, -2
O=C(NCc1nnc(SCC(=O)N2CCOCC2)o1)c1ccccc1F
    -4, 1, -5, 2, 1.5, 1, 1, 2, -5
